POLI inh – blocks human DNA polymerase iota activity. Q9UNA4. Pol iota fluorescent replication assay, 10 min. Potency, µM (doses to about 115 µM), for the others: at the highest dose activity, negative = inhibition, most hits filed as inhibitors. 390,000 tested, 1% active. AID 588590
Target sequence (Q9UNA4 whole entry, looked up): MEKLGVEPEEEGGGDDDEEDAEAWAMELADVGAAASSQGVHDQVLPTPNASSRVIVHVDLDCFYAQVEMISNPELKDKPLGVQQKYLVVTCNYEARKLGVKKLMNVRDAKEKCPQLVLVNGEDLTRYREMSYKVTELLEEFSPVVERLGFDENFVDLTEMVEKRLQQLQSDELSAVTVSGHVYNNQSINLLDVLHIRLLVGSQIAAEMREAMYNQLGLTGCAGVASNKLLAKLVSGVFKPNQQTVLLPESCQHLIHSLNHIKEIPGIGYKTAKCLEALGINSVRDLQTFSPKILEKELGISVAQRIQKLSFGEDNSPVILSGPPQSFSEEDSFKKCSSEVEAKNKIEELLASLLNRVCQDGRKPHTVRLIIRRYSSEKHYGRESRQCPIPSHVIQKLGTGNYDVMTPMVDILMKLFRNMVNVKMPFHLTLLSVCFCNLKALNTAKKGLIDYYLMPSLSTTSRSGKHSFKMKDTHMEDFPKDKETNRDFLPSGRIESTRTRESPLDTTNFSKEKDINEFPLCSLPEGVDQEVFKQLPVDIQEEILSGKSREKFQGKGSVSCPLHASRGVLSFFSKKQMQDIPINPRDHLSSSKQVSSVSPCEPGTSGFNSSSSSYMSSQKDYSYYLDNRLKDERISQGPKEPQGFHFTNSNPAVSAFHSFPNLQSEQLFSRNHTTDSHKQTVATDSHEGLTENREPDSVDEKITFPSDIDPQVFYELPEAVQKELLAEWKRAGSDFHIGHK
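Fluorescent replication assay read twice, at 0 min and 10 min after adding 50 nM (final) substrate. Enzyme (10 nM) and compounds were first incubated 15 min at room temperature; enzyme-free buffer wells were negative controls.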
POLK inh – DNA polymerase kappa (human) inhibition. 400,000 tested, 0.53% active. purified Pol kappa, fluorescent DNA synthesis assay, 10 min. AID 588579. Potency, µM (doses to about 107 µM), without a hit: at the highest dose activity, negative = inhibition, hits mostly inhibitors; note: % is set by controls: 0 for no effect and ±100 for the full control effect
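Inhibition of 10 nM Pol kappa is measured by a fluorescent read-out at 0 and 10 min following addition of 50 nM substrate (final), with a 15-min room-temperature compound preincubation.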
JMJD2A Tudor – inhibitors of human JMJD2A Tudor domain; O75164; AlphaScreen JMJD2A-Tudor / H3K4me3 peptide binding; Potency, µM (doses to about 114 µM), without a hit: top-dose activity change, negative = inhibition, most hits filed as inhibitors; 390,000 tested, 4.4% active; AID 504339; note: % is set by controls: 0 for no effect and ±100 for the full control effect; nearly all actives have a fitted effect of over 50% in size
APEX1 inh – APE1 (human) endonuclease inhibition. AID 2517. P27695. recombinant APE1, TAMRA/BHQ-2 abasic DNA cleavage fluorescence. Potency, µM (top dose mostly 65.8 µM), inactives show at the highest dose activity change, negative = inhibition, usual class: inhibitors. 350,000 tested, 0.35% active;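 note: plate controls were vehicle for no effect and reference inhibitor for full effect; nearly all actives have a fitted effect of over 55% in size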
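0.75 nM APE1 + cpd, 15 min RT; start w/ 50 nM TAMRA/BHQ-2 THF-abasic dsDNA; kinetic fluor 525/598 nm ×3 reads @60 s; Δ(read3−read1); normalized to DMSO and NSC13755 control wells.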
G9a block – blocks human histone lysine methyltransferase G9a | G9a H3K9 monomethylation, AlphaScreen, 2 h | Potency, µM (series often up to 102 µM), for the others: at the highest dose activity, negative = inhibition, hits mostly inhibitors | 350,000 tested, 8.8% active; note: % is set by controls: 0 for no effect and ±100 for the full control effect; nearly all actives have a fitted effect of over 75% in size
Target sequence (Q96KQ7 913-1193 limits assumed): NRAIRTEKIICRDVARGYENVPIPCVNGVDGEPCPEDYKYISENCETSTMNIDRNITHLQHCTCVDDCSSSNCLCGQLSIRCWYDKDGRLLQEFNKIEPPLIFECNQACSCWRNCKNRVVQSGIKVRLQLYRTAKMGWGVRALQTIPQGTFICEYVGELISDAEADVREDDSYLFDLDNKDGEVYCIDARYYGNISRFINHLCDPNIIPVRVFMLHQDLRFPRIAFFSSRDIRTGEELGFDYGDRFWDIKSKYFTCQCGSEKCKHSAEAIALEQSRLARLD
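Using a bead-based AlphaScreen, monomethylated H3K9 product from 2 h room-temperature reactions (G9a 20 nM, peptide 500 nM, SAM 20 uM) was detected with 0.5 ug/mL rabbit anti-H3K9me1 antibody.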
BLM inh – blocks DNA unwinding by human BLM helicase | P54132 | recombinant BLM DNA unwinding, fluorescence dequenching | Potency, µM (titrated, usually from 56.1 µM), for the others: at the highest dose activity change, negative = inhibition, actives largely listed as inhibitors | 350,000 tested, 0.2% active | AID 2528;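 note: plate controls were vehicle for no effect and no enzyme for full effect; nearly all actives have a fitted effect of over 35% in size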
BAZ2B inh – BAZ2B (human) inhibition. Q9UIF8. AlphaScreen BAZ2B-H3K14Ac peptide displacement. Potency, µM (titrated, usually from 114 µM), for inactives: top-dose activity change, negative = inhibition, usual class: inhibitors. 360,000 tested, 4.4% active; note: % is set by controls: 0 for no effect and ±100 for the full control effect; nearly all actives have a fitted effect of over 60% in size
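Complex of BAZ2B and biotin-H3K14Ac (50 nM apiece) forms over 30 min at RT, then faces library compounds up to 110 uM for another 30 min; AlphaScreen beads added, 20 min dark incubation, luminescence read.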
Pol beta inh – blocks human DNA polymerase beta activity; P06746; Pol beta primer extension/strand displacement, fluorescence kinetic; Potency, µM (series often up to 114 µM), inactives show at the top dose activity change, negative = inhibition, actives largely listed as inhibitors; 340,000 tested, 1.3% active; AID 485314; note: % is set by controls: 0 for no effect and ±100 for the full control effect
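Values derive from four-parameter Hill fits of normalized kinetic data: reads at 0 and 10 min following addition of 50 nM substrate to 10 nM Pol beta preincubated 15 min with compound.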
POLH inh – blocks human DNA polymerase eta activity | Q9Y253 | recombinant Pol eta, fluorescent DNA replication assay | Potency, µM (highest dose often 114 µM), without a hit: at the highest dose activity change, negative = inhibition, hits mostly inhibitors | 390,000 tested, 1.2% active | AID 588591; note: % is set by controls: 0 for no effect and ±100 for the full control effect
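Pol eta at 10 nM preincubated with compounds 15 min at room temperature; reaction started with fluorescent substrate (50 nM final) and read kinetically at 0 and 10 min.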
* = called active by the depositor; ? = inconclusive; / = not tested or not shown; [ ] = remark or other dose. Calls come from the whole dose curve; as a rule, active = well fitted curve in the direction sought with a large enough effect; inconclusive = small, poorly fitted or top-dose-only effect, or another doubt; inactive = no such curve, though single readings can be large; an effect the other way counts as inactive or inconclusive. Potency is the fitted concentration of half-maximal effect. An excerpt, so the mix of outcomes need not match the whole.

SMILES	POLI inh	POLK inh	JMJD2A Tudor	APEX1 inh	G9a block	BLM inh	BAZ2B inh	Pol beta inh	POLH inh
CCNC(=S)NNC(=O)c1ccccc1Cl	18%	-4%	-12%	2%	5%[59 µM]	-1%	-2%	1%	-11%
COc1ccc(-c2cc3nc(CCl)[nH]c(=O)c3s2)cc1	?	4%	?	76%[activator]	50µM*	2%	-38%	-26%	-15%
O=C(Cn1nc(-c2ccc(Cl)cc2)c2ccccc2c1=O)Nc1cccnc1	0%	5%	-19%	-2%	-32%	-23%	-37%	-5%	-16%
COc1ccc(NC(=O)c2cccnc2NCCc2ccccc2)cc1	-6%	-10%	1%	14%	-2%[59 µM]	-11%	4%	20%	-19%
C=CCNC(=O)/C(=C\c1ccc(Br)cc1)NC(=O)c1ccccc1OC	-1%	4%	-5%	3%	4%	0%	-9%	0.14µM*	-12%
O=C(O)c1cc2c(cc1NC(=O)c1ccccc1OC(F)F)OCCCO2	25%	-4%	3%	2%[12.4 µM]	-5%[59 µM]	2%	10%	-4%	-3%
CC12CCC(=O)C=C1CCCC2=O (stereo not given)	-4%	-12%	-9%	/	/	/	/	/	-5%
Cc1ccccc1S(=O)(=O)Cc1ccc(C(=O)NCc2ccccc2)o1	19%	-9%	-19%	2%	24%	-1%	-2%	24%	-2%
COc1ccc(C(=O)C2CCCN(Cc3c(F)ccc(F)c3F)C2)c(OC)c1 (stereo not given)	33%[activator]	-5%	-5%	0%	-4%	-7%	5%	28%	-8%
COc1ccc(NC(=S)Nc2ccc(F)cc2)c(OC)c1	12%	-14%	-10%	/	/	/	/	/	9%
NS(=O)(=O)c1ccc(N2CCN(C(=O)c3ccco3)CC2)nc1	24%	-1%	-10%	8%	/	/	/	/	0%
Cc1ccc(OC(=O)c2cc(=O)c3ccccc3o2)cc1	23%	-17%	-15%	15%	-19%[59 µM]	-2%	5%	59%	-5%
Cc1[nH]c(C)c(S(=O)(=O)Nc2ccccc2)c1C(=O)N1CCCC1	13%	10%	-2%	10%	-2%	-6%	-1%	15%	-23%
CCCCCn1c(SCc2cccc(C)c2)nc2c1c(=O)[nH]c(=O)n2C	13%	3%	-13%	0%	1%[12.7 µM]	-4%	-5%	?	-16%
O=c1[nH]c(C2CCN(S(=O)(=O)c3ccc(S(=O)(=O)NC4CC4)cc3)CC2)nc2c1nnn2Cc1cccc(F)c1	12%	-3%	-18%	3%	9%	-2%	-2%	-7%	-8%
COc1ccc(CCNC(=O)/C=C/C(=O)O)cc1	69%[activator]	3%	-2%	6%	?	-2%	?	-24%	-15%
CCS(=O)(=O)N1CCN(c2ccc(Cl)cc2[N+](=O)[O-])CC1	14%	-14%	-32%	0%	-31%	7%	-35%	?	-10%
COc1ccc(NC(=O)NCCCCc2ccccc2)c(OC)c1	8%	-10%	-16%	-3%	30%	-3%	0%	3%	-18%
CCc1ccc(S(=O)(=O)Nc2c(C)nc3nc[nH]n3c2=O)cc1	-13%	-11%	3%	1%	-12%	-1%	-13%	30%	3%
COc1cccc(NC(=O)CSCC(=O)O)c1	4%	-10%	-22%	-5%	13%[12.7 µM]	-1%	0%	1%	1%
Fc1ccc(NC(=S)Nc2cc(Cl)ccc2Cl)cc1	28%	-9%	-7%	-1%	/	-5%	0%	46%	-3%
CCCCCCCC(=O)C(C)C(=O)N(C)[C@H](Cc1ccc(OC)cc1)C(=O)N(C)[C@H](C(N)=O)C(C)C (stereo not given in full)	-11%	-4%	-16%	-4%	/	/	/	/	-11%
Cc1ccc(S(=O)(=O)N(CC(O)Cn2c3ccccc3c3ccccc32)c2cccc(C(N)=O)c2)cc1 (stereo not given)	-22%	-10%	?	/	-47%[59 µM]	-17%	-18%	0%	-8%
CC(=O)Nc1ccc2[nH]ccc2c1	63%[activator]	-2%	-12%	19%	?	-8%	-31%	51%	-8%
COc1ccc(-c2oc(=O)c3cc(OC)c(OC)cc3c2C#CCCO)cc1	58%	-15%	-12%	-5%	/	/	/	/	-7%

Full records, quoted from the list:
`COc1cccc(NC(=O)CSCC(=O)O)c1` is listed with POLI inh: 4%; POLK inh: -10%; JMJD2A Tudor: -22%; APEX1 inh: -5%; G9a block: 13%[12.7 µM]; BLM inh: -1%; BAZ2B inh: 0%; Pol beta inh: 1%; POLH inh: 1%
`O=C(O)c1cc2c(cc1NC(=O)c1ccccc1OC(F)F)OCCCO2` is listed with POLI inh: 25%; POLK inh: -4%; JMJD2A Tudor: 3%; APEX1 inh: 2%[12.4 µM]; G9a block: -5%[59 µM]; BLM inh: 2%; BAZ2B inh: 10%; Pol beta inh: -4%; POLH inh: -3%

G9a block: entries above that show a hit.
smiles | POLI inh | POLK inh | JMJD2A Tudor | G9a block | BLM inh | BAZ2B inh | POLH inh
COc1ccc(-c2cc3nc(CCl)[nH]c(=O)c3s2)cc1 | ? | 4% | ? | 50µM* | 2% | -38% | -15%

The main list resumes with the two entries that preceded the break.
SMILES	POLI inh	POLK inh	JMJD2A Tudor	APEX1 inh	G9a block	BLM inh	BAZ2B inh	Pol beta inh	POLH inh
CC(=O)Nc1ccc2[nH]ccc2c1	63%[activator]	-2%	-12%	19%	?	-8%	-31%	51%	-8%
COc1ccc(-c2oc(=O)c3cc(OC)c(OC)cc3c2C#CCCO)cc1	58%	-15%	-12%	-5%	/	/	/	/	-7%
CC(Cc1c[nH]c2ccccc12)C(=O)NCc1ccco1 (stereo not given)	?	?	?	-15%	32µM*	3%	50µM*	32µM*	20µM*
CCOC(=O)Nc1cc(NC(=O)OCC)c(C)nc1C	24%	-4%	-3%	2%	0%	-2%	0%	23%	-8%
Cc1c(NC(=S)NC(=O)C(C)(C)C)cccc1[N+](=O)[O-]	115%[activator]	-13%	-21%	21%	-31%[59 µM]	-4%	1%	12%	-16%
CC(=O)Nc1cccc(OCCCNS(=O)(=O)c2ccc(F)cc2)c1	30%	-4%	-1%	-1%	10%	-8%	-2%	-3%	-15%
CCO[C@H]1OC(C(=O)NCc2nc3ccccc3[nH]2)=C[C@@H](C2CCCCC2)[C@@H]1CCCO	31%[activator]	-4%	-19%	0%	31%[59 µM]	-6%	-21%	-6%	-20%
S=c1nc[nH]c2c1cnn2Cc1ccccc1	46%[activator]	4%	-2%	2%	/	1%	?	30%	-5%
Cc1cc(S(=O)(=O)N2CCN(c3ccccn3)CC2)ccc1F	7%	2%	-8%	-1%	/	2%	?	53%	6%
COc1ccc(Cn2c(=O)[nH]c3cc(C(=O)N4CCN(c5ccccc5F)CC4)ccc3c2=O)cc1	72%[activator]	0%	-3%	-3%	7%	-5%	2%	36%	-1%
CCOc1cccc(=O)c2c(C)n(-c3ccc(C(=O)O)cc3)c(C)c12	?	?	?	?	/	33%[activator]	50µM*	22µM*	28µM*
COc1ccc(C(=O)Nc2nnc(Cc3cccs3)s2)cc1OC	-3%	-12%	-35%	0%	27%[0.501 µM]	-3%	-2%	-2%	-3%
O=C(NCc1ccccc1)C1=C[C@@H](c2ccc(Br)cc2)C[C@@H](OCc2ccc(CO)cc2)O1	6%	-3%	-29%	-5%	/	-9%	-18%	?	-9%
CCOc1ccc(NC(=S)NC(=O)/C=C/c2ccc(C)cc2)c([N+](=O)[O-])c1	-4%	-11%	-18%	1%	-39%	0%	?	8%	-15%
CC(C)(C)OC(=O)N1CCC(c2c(C(=O)NCC3CCN(C4CCCC4)C3)cnn2-c2ccccc2)CC1 (stereo not given)	33%[activator]	-4%	-29%	-9%	-41%	-1%	-22%	1%	-23%
CCc1ccc2oc(C(=O)NCc3ccccc3)cc(=O)c2c1	-9%	5%	3%	/	2%[59 µM]	-5%	4%	?	-13%
CCn1nc(C)c(CN2CCC(Oc3ccc(C(=O)N4CCCC4)cc3)CC2)c1C	4%	7%	-3%	52%	-6%	0%	-2%	61%	-3%
COc1cc2cc(CCOC(=O)c3ccc(C#N)cc3)oc(=O)c2cc1OC	15%	-1%	-12%	6%	10%[0.501 µM]	/	1%	/	1%
C/C(=N\N(C)C)C1=C(O)c2ccccc2C1=O	19%	-14%	-14%	17%	22%[59 µM]	3%	5%	26%	-17%
COc1ccc(C2C3=C(CC(C)(C)CC3=O)Oc3ncn(Cc4ccccc4)c(=N)c32)cc1 (stereo not given)	9%	-8%	-33%	-1%	-20%	-10%	-30%	5%	-23%
Cc1cccc(C(=O)Oc2c(Br)cc(Br)cc2/C=N/NC(=O)c2ccncc2)c1	132%[activator]	-6%	-21%[57.1 µM]	45%[activator]	23%	-5%	-9%	17%	-8%
Cc1ccc(F)c(NC(=O)C2CCCCC2C(=O)O)c1 (stereo not given)	20%	-3%[60.1 µM]	-10%	-5%	-2%[59 µM]	-5%	-3%	23%	6%
CCN(CC)S(=O)(=O)c1ccc2c(c1)N(CC(=O)NCCc1ccc(OC)c(OC)c1)C(=O)CO2	12%	-3%[60.1 µM]	-17%	/	-19%[59 µM]	4%	-9%	-27%	-11%
Cc1ccc(N(CC(=O)N2CCOCC2)S(C)(=O)=O)cc1Cl	3%	-3%	-5%	18%	9%	2%	-6%	16%	-5%
O=C(NC1CCCCC1)N1CCCCCCC1	?	-10%	-2%	-10%	-9%[59 µM]	-1%	0%	17%	-10%
O=C(Nc1cccc(Br)c1)c1ccccc1-c1ccccc1	6%	-6%	31%	-4%	82%[activator][59 µM]	-8%	17%	2%	-15%
CC(C)(C)c1ccc(C(=O)CSc2n[nH]c(=O)[nH]c2=O)cc1	17%	0%	-7%	1%	10%[59 µM]	-2%	-2%	3%	-20%
The listing continues.
SMILES	POLI inh	POLK inh	JMJD2A Tudor	APEX1 inh	G9a block	BLM inh	BAZ2B inh	Pol beta inh	POLH inh
C=CCn1c2ccccc2c2nn(C)c(=S)nc21	139%[activator]	0%	-4%	-2%	8%	-9%	10%	12%	-10%
CCC(C)NC(=O)C1CCC(CNS(=O)(=O)c2ccc3c(c2)CC(C)N3C(=O)C2CC2)CC1 (stereo not given)	-6%	-16%	-10%	2%	10%[0.501 µM]	-21%	-4%	-19%	-15%
O=C(N/N=C/c1cccc(O)c1)c1cc(C2CC2)nc2ccccc12	-1%	0%	-10%	56%	7%	-9%	-15%	11%	-18%
Cc1ccc(S(=O)(=O)N2CCC(=O)N(CCOC(=O)Nc3ccccc3C)CC2)cc1	18%	0%	-21%	3%	-18%	1%	-5%	-1%	0%
CCOc1ccc(NC(=O)CN(C)C(=O)CCN2C(=O)C3CC=CCC3C2=O)cc1OCC (stereo not given)	18%	-4%	-5%	8%	14%[59 µM]	/	0%	/	-4%
O=c1c2ccccc2nc2n1C(CSCc1ccc(Cl)cc1)CS2 (stereo not given)	16%	0%	-21%	9%	13%[59 µM]	2%	12%	-1%	8%
